# Screening results: PubChem, Johns Hopkins Ion Channel Center
# CHT inh = inhibitors of human choline transporter CHT; 310,000 tested, 0.86% active; B-score at 10 µM; CHT-expressing cells, membrane potential dye, choline response; hits give low values; High affinity choline transporter 1 (Homo sapiens), Q9GZV3;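 active = B-score over 3 SD under the library average, and starting fluorescence ratio not unusually high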;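 note: choline stimulus applied at its EC90 after an EC20 pre-addition; B-score computed on integrated fluorescence ratio after choline addition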
# Target sequence (Q9GZV3 whole entry, looked up): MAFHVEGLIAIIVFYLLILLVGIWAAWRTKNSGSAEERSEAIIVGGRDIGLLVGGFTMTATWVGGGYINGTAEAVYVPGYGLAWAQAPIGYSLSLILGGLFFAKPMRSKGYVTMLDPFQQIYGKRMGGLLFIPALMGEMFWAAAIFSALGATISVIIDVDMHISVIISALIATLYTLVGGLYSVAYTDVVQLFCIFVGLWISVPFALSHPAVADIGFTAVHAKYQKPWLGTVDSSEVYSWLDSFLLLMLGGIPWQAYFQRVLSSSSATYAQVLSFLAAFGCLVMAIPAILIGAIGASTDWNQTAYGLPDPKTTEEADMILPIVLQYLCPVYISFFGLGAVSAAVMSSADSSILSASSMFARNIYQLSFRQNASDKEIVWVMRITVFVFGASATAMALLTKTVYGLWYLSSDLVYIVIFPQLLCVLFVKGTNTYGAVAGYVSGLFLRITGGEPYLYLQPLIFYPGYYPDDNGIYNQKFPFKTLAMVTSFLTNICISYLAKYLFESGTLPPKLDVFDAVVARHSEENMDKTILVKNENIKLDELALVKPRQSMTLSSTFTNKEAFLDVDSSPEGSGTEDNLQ
# CHT allo act = CHT positive allosteric modulators, primary screen, cell-based, membrane potential dye, choline EC20; High affinity choline transporter 1 (Homo sapiens), Q9GZV3; CHT-expressing cells; hits give high values; LV-AA mutant CHT in HEK293 cells; B-score at 10 µM; 310,000 tested, 0.49% active; AID 488977, 2010;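 active = initial fluorescence not abnormally high and integrated response B-score, plate-corrected, over 3 SD above library mean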
# An asterisk follows results filed as active; i = inactive.
no.	Structure	CHT inh	CHT allo act
1	CCc1cc2c(=O)c(-c3nc4ccccc4n3C)c(C)oc2c(CN(CC)CC)c1O	i	i
2	Cc1cccc(N(C(=O)c2csnn2)C(C(=O)NCc2ccccc2)c2cccs2)c1 (stereo not given)	i	i
3	C#CCN(CC=C)C(=O)c1ccc2nc(C3CCCCC3)oc2c1	i	i
4	CCN1C(=O)[C@H]2[C@@H](c3ccc(C)cc3)N3C(=O)N(c4ccccc4)C(=O)[C@@]3(Cc3ccc(Cl)cc3)[C@H]2C1=O	i	i
5	Cc1nnc2sc(SCC(=O)Nc3nccs3)nn2c1=O	i	i
6	CCOc1ccc(C(C)=O)cc1CSc1nc(C)cc(C)n1	i	i
7	CC1Cc2nc(SCC(=O)Nc3ccc(F)cc3)n(C)c(=O)c2S1 (stereo not given)	i	i
8	Cc1cc(C)cc(NC(=O)Nc2ccc3c(c2)CCC3)c1	i	i
9	CCOC(=O)COn1c(=O)c[n+]([O-])c2ccccc21	i	i
10	CCOC(=O)C1=C(C)NC2=C(C(=O)CCC2)C1c1cccnc1 (stereo not given)	i	i
11	O=C(CSc1nc(=O)n2ccccc2n1)NC1CCCCC1	i	i
12	CC(C)N(CCC(=O)c1ccc2ccccc2c1)Cc1ccccc1	i	i
13	Cc1sc(NC(=O)c2cccs2)c(C(N)=O)c1C	i	i
14	O=C(CC1C=Cc2ccccc2N1C(=O)c1ccccc1)c1ccccc1 (stereo not given)	i	10.5*
15	CCOCCCNc1c(CC)c(C)c(C#N)c2nc3ccccc3n12	i	i
16	Cc1cc(C)c(S(=O)(=O)NCC(=O)NCc2ccccn2)c(C)c1	i	i
17	O/N=C1/C2C3CC4C5C3C1C5C1(OCCO1)C42 (stereo not given)	i	i
18	O=C(/C=C/c1cn(-c2ccccc2)nc1-c1ccc2c(c1)OCCO2)NCCO	i	i
19	Cc1ccc(OCC(=O)NNc2c3ccccc3nc3ccccc23)cc1	i	i
20	CC(=O)c1cccc(NC(=O)c2c(C)nn(-c3ccccc3)c2Cl)c1	i	i
21	Fc1ccc(Br)cc1SCCc1ccncc1	i	i
22	CC(C)(C)c1ccc(C(=O)Oc2ccccc2CCC(=O)O)cc1	i	i
23	N#CCCS(=O)(=O)c1ccc(N)cc1	i	i
24	CCN1C(=O)CC(C(=O)NC)SC1=Nc1cc(Cl)c(O)c(Cl)c1 (stereo not given)	i	i
25	COc1cc2c(cc1OC)-c1cc(OCc3ccccc3Cl)nc(=O)n1CC2	i	i

# New compounds follow.
no.	Structure	CHT inh	CHT allo act
26	COc1ccc(/C=C/C(=O)OCc2cccc([N+](=O)[O-])c2)cc1	i	i
27	O=C(/C=C/c1ccco1)NC(=S)Nc1cccc(C(=O)O)c1	i	i
28	CC(C)Oc1ccc(CSC(=N)N)cc1	i	i
29	CCOC(=O)[C@@H]1[C@H]2COc3ccc(Br)cc3[C@@H]2N2C(=O)N(c3ccc(Br)cc3)C(=O)[C@]12C	i	i
30	CCCOC(=O)CSC1=C(C#N)C(c2ccccc2Cl)CC(=O)N1 (stereo not given)	i	i
31	Cc1ccc(Cn2nnc3c(=O)n(CC(=O)NCc4ccccc4)cnc32)cc1	i	i
32	CC(=O)c1csc(COc2ccccc2)n1	i	i
33	COc1cccc(C(=O)NC2CCCc3ccccc32)c1 (stereo not given)	i	i
34	O=C(Nc1cc(=O)[nH]c2ncnn12)c1ccc(Cl)cc1Cl	i	i
35	C/C(CCc1ccco1)=N\NC(=O)CNc1c(Br)cc(Br)cc1Br	i	i
36	O=C(CNC(=O)c1ccc(Cl)cc1)c1ccc(Br)cc1	i	i
37	O=C1C2CCCN2C(c2ccccc2F)N1c1ccc(F)cc1 (stereo not given)	i	i
38	Cc1cccc(-c2cccc(NC(=O)C3CCCN(C(=O)c4cccnc4)C3)c2)c1 (stereo not given)	i	i
39	Cc1cccc2cc(CN(Cc3cccnc3)C(=O)c3cccs3)c3nnnn3c12	i	i
40	CCn1cc(S(=O)(=O)Nc2ccc3c(c2)OCCO3)cn1	i	i
41	COc1cc2c(cc1OC)CN(C(=S)Nc1ccccc1)CC2	i	i
42	CCOc1cc(C2CC(=O)N3CN(C4CCCCC4)CSC3=C2C#N)ccc1O (stereo not given)	i	i
43	Cc1ccc2c(c1)[C@@H]1CN(C)CC[C@@H]1N2S(=O)(=O)c1ccc([N+](=O)[O-])cc1	i	i
44	Cc1c(NC(=O)C(C)OC(=O)c2ccc(Cl)nc2)c(=O)n(-c2ccccc2)n1C (stereo not given)	i	i
45	O=C(O)c1sccc1S(=O)(=O)N1CCN(c2ccc(C(F)(F)F)cn2)CC1	i	i
46	CN1C(=O)C(O)(CC(=O)c2ccc(F)cc2)c2cc(Br)ccc21 (stereo not given)	i	i
47	CC1(OC(=O)c2ccco2)C(=O)C=C2C=C(c3ccsc3)OC=C2C1=O (stereo not given)	i	i
48	CC(NC(=O)C1CCN(S(=O)(=O)c2cc([N+](=O)[O-])ccc2Cl)CC1)c1ccccc1 (stereo not given)	i	i
49	Cc1cccc2nc(CSc3nnc4ccccn34)cn12	i	i
50	COc1ccc(NC(=O)c2cc3cc(OC)ccc3oc2=O)cc1	i	i

# Next section:
no.	Structure	CHT inh	CHT allo act
51	COc1ccc(CNC(=O)c2ccc3ccccc3n2)cc1	i	i
52	N=c1c2c(ncn1CCCO)Oc1ccc3ccccc3c1C2c1ccccc1 (stereo not given)	i	i
53	Cn1c(N)c(C(=O)COC(=O)COc2ccccc2C#N)c(=O)n(C)c1=O	i	i
54	COc1ccc(NC(=O)CSc2nccn2C)c([N+](=O)[O-])c1	i	i
55	Cc1ccccc1CN1C[C@@H]2C[C@@H](c3cn(C)nc3-c3ccccc3)N3CCC[C@@]23C1=O	i	i
56	CS(=O)(=O)N(CC(=O)NCCC1=CCCCC1)C1CCCCC1	i	i
57	CN(C)S(=O)(=O)c1cccc(NC(=S)N2CCc3ccccc32)c1	i	i
58	CCSc1nc(-c2ccc(OC)cc2)ccc1C#N	i	i
59	COc1ccc(CN(C)S(=O)(=O)c2nnc(NC(=O)c3ccc(C)cc3)s2)cc1OC	i	i
60	Cc1c(Cl)cnc(NC(=O)CSc2nnc(C)n2Cc2ccccc2)c1Cl	i	i
61	Cc1cccn2c(=O)c3cc(C(=O)N4CCCC(C)C4)sc3nc12 (stereo not given)	i	i
62	O=C(O)c1ccc(NC2CC(=O)N(Cc3ccccc3)C2=O)cc1 (stereo not given)	i	i
63	Cc1ccc2nc(N/C(=N/S(=O)(=O)c3ccc(F)cc3F)c3ccccc3)sc2c1	i	i
64	Cc1nn(Cc2ccccc2)c(C)c1NC(=O)CSc1n[nH]c(C)c1[N+](=O)[O-]	i	i
65	Cc1c(N=NC2=C(O)CC(C)(C)CC2=O)c(=O)n(-c2ccccc2)n1C	i	i
66	Cc1cccc(-c2noc(-c3ccno3)n2)c1	i	i
67	COc1ccc(N2CCN(C(c3cccs3)C(C)NC(=O)c3ccco3)CC2)cc1 (stereo not given)	i	i
68	COc1ccc(CNC(=O)C(C)NS(=O)(=O)c2ccc(C)cc2)cc1 (stereo not given)	i	i
69	CC(=O)c1ccc(N2CCC(C(=O)O)CC2)cc1	i	i
70	Cc1ccc(SCc2ccc(C(=O)Nc3cccnc3)cc2)cc1	i	i
71	COc1c(F)c(F)c(C(=O)Nc2ccc(N3CCN(Cc4ccccc4)CC3)cc2)c(F)c1F	i	i
72	N=C1C(c2ccccc2)=C(O)CN1c1cccc2ccccc12	i	i
73	O=C1COc2ccc(S(=O)(=O)N3CCN(c4cccc(C(F)(F)F)c4)CC3)cc2N1	i	i
74	O=C1NCCc2c1[nH]c1ccccc21	i	i
75	Cc1cc(C)c2[nH]c(=O)c(CN(Cc3ccco3)C(=O)C3CCCO3)cc2c1 (stereo not given)	i	i

# Continuation.
no.	Structure	CHT inh	CHT allo act
76	CC(=O)c1cccc(NS(=O)(=O)c2cc(-c3cnc(C4CC4)o3)ccc2C)c1	i	i
77	CC(C)CCNC(=O)C(c1ccco1)N(CCCO)C(=O)Cn1nnc(-c2ccc(F)cc2)n1 (stereo not given)	i	i
78	Cc1ccc(C2=NN(S(C)(=O)=O)C(c3ccc4nccnc4c3)C2)cc1 (stereo not given)	i	i
79	COc1cc2c(cc1OC)CN(C(=O)CCCOc1ccc(Cl)cc1Cl)CC2	i	i
80	O=C(Nc1cc(C(F)(F)F)ccc1N1CCOCC1)C1Cc2ccccc2CN1C(=O)c1ccco1 (stereo not given)	i	i
81	Cc1[nH]nc(-c2ccc(O)cc2O)c1-c1nc2ccccc2s1	i	i
82	CNc1oc(-c2ccc(F)cc2)nc1S(=O)(=O)c1ccccc1	i	i
83	COc1cc(NC(=O)C2CC(=O)N(CCc3ccccc3)C2)cc(OC)c1 (stereo not given)	i	i
84	C=CCOC(=O)C1=C(C)NC(SCC(=O)Nc2ccc(C)c(Cl)c2)=C(C#N)C1c1ccco1 (stereo not given)	i	i
85	O=C(CSc1ccc(-c2ccc(-n3cccn3)cc2)nn1)Nc1ccccc1F	i	i
86	CCOC(=O)c1c(C)[nH]c(C(=O)N/N=C/c2cccc(OC)c2)c1C	i	i
87	Cc1noc(C)c1CSc1ccccc1C(=O)N1CCN(c2ccccc2)CC1	i	i
88	COc1cccc(OCc2nc3ncc(Br)cc3[nH]2)c1	i	i
89	O=C(CCN1C(=O)[C@H]2CC=CC[C@H]2C1=O)NCc1nc(-c2ccc(Cl)cc2)no1	i	i
90	CC(=O)Nc1ccc(-c2csc(NNC(=O)c3ccccc3)n2)cc1	i	i
91	CN(C)CCOC(=O)C12CC3CC(C1)CC(C(=O)OCCN(C)C)(C3)C2	i	i
92	O=C(CSc1nc2ccc(NC(=O)c3ccccc3C(=O)O)cc2s1)Nc1ccc(F)c([N+](=O)[O-])c1	i	i
93	CCCCNS(=O)(=O)c1ccc2nc(-c3cccnc3)cc(C(=O)NC(C)CC)c2c1 (stereo not given)	i	i
94	CCn1c(SCC(=O)OC)nnc1-c1c[nH]c2ccccc12	i	i
95	CC(C)CNC(=O)COc1ccc(Sc2ccc(OCC(=O)NCC(C)C)cc2)cc1	i	i
96	CC(C)OCCCNC(=S)N1CCC(C(=O)c2ccc3c(c2)OCCO3)CC1	i	i
97	CN(C)CCCn1cnc2c(c1=N)C(c1ccccc1)c1ccc3ccccc3c1O2 (stereo not given)	i	i
98	CCC(C)NCCCCOc1cc(C)cc(C(C)C)c1 (stereo not given)	i	i
99	Cc1[nH][nH]c(=O)c1N=Nc1ccc(Br)c(Cl)c1	i	i
100	COc1ccc(/C=N/N=C/c2ccc(OC)c(O)c2)cc1O	i	i

# The last 5 records of the part above lead into the next:
no.	Structure	CHT inh	CHT allo act
96	CC(C)OCCCNC(=S)N1CCC(C(=O)c2ccc3c(c2)OCCO3)CC1	i	i
97	CN(C)CCCn1cnc2c(c1=N)C(c1ccccc1)c1ccc3ccccc3c1O2 (stereo not given)	i	i
98	CCC(C)NCCCCOc1cc(C)cc(C(C)C)c1 (stereo not given)	i	i
99	Cc1[nH][nH]c(=O)c1N=Nc1ccc(Br)c(Cl)c1	i	i
100	COc1ccc(/C=N/N=C/c2ccc(OC)c(O)c2)cc1O	i	i
101	COc1ccc(CNC/C=C/c2ccccc2)cc1	i	i
102	O=C(CCc1ccccc1)NNc1cc(N2CCCCC2)nc(N2CCCCC2)n1	i	i
103	O=C(NCc1ccc(Cl)cc1)N1CCOCC1	i	i
104	CC(C)COC(=O)C(C#N)c1nc2ccccc2nc1N1CCN(Cc2ccc3c(c2)OCO3)CC1 (stereo not given)	i	i
105	Cn1ccs/c1=N\C(=O)Nc1cccc(C(F)(F)F)c1	i	i
106	O=C(Cn1ncnn1)OCc1ccccc1Cl	i	i
107	COc1cc(C(=O)NCc2nnc(SCC(=O)Nc3nc4ccccc4s3)o2)cc(OC)c1OC	i	i
108	O=S(=O)(N/N=C1\CC(c2ccccc2)Oc2ccccc21)c1ccccc1 (stereo not given)	i	i
109	CCOCCn1c(-c2ccccc2)nc2ccccc21	i	i
110	CC(C)(C)Nc1nc(-c2ccc3c(c2)CCN3C(=O)C2CC2)cs1	i	i
111	Cc1ccc(C(=O)OCC(=O)c2c(N)n(C)c(=O)n(C)c2=O)cc1S(=O)(=O)N1CCCCC1	i	i
112	O=C(Nc1cccnc1)c1ccc2c(c1)C(=O)N(Cc1cccnc1)C2=O	i	i
113	COC(=O)Nc1ccc(S(=O)(=O)N(CCO)CC(F)(F)C(F)F)cc1	i	i
114	C[C@H](NC(=O)c1ccco1)C(=O)NCCc1ccc(S(N)(=O)=O)cc1	i	i
115	CCCOc1ccc(-c2nnn(CC(=O)N3CCC(C)CC3)n2)cc1	i	i
116	CC(C)(C)NC(=S)Nc1cccc(C(F)(F)F)c1	i	i
117	CCC(=O)c1ccc(OCC(O)CN2CCN(c3ccccn3)CC2)cc1 (stereo not given)	i	i
118	CCOc1ccc(N2C(=O)CSC2c2ccncc2)cc1 (stereo not given)	i	i
119	Cc1ccc(OCC(=O)Nc2ccc(N3CCN(S(C)(=O)=O)CC3)cc2)c(C)c1	i	i
120	CC(=O)OCC(=O)Nc1ccc(N=Nc2ccccc2)cc1	i	i
121	CCC(C(=O)c1ccc2ncccc2c1)c1ccccc1 (stereo not given)	i	i

# Some of the entries so far, field by field:
109: CCOCCn1c(-c2ccccc2)nc2ccccc21
  CHT inh = i
  CHT allo act = i
114: C[C@H](NC(=O)c1ccco1)C(=O)NCCc1ccc(S(N)(=O)=O)cc1
  CHT inh = i
  CHT allo act = i
117: CCC(=O)c1ccc(OCC(O)CN2CCN(c3ccccn3)CC2)cc1 (stereo not given)
  CHT inh = i
  CHT allo act = i
119: Cc1ccc(OCC(=O)Nc2ccc(N3CCN(S(C)(=O)=O)CC3)cc2)c(C)c1
  CHT inh = i
  CHT allo act = i
